Screening results from PubChem.
TrxR1 inh: inhibitors of rat thioredoxin reductase 1 | AID 588453 | recombinant rTrxR1, NADPH fluorescence consumption, selenite substrate | O89049 | Potency, µM (doses to about 114 µM), for the others: top-dose activity change, negative = inhibition, usual class: inhibitors | 390,000 compounds, 1% hits; also: potency is read from the fitted curve at half-maximal effect; % is scaled to controls: 0 for no effect and ±100 for the full control effect; nearly all actives have a fitted effect of over 65% in size
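Rat TrxR1 (90 nM in the dispensed reagent) was pre-reduced with 400 uM NADPH for 5 min at room temperature, then incubated with compound for 15 min. After 400 uM selenite was added, NADPH fluorescence (Ex 340/Em 450 nm) was followed for 8 min.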
RGS4 inh: inhibitors of human regulator of G protein signaling 4; P49798; Transcreener GDP fluorescence polarization, RGS4-accelerated GTP hydrolysis; Potency, µM (titrated, usually from 114 µM), for inactives: at the top dose activity change, negative = inhibition, actives largely listed as inhibitors; 390,000 compounds, 0.039% hits; AID 504845; also: potency is read from the fitted curve at half-maximal effect; % is scaled to controls: 0 for no effect and ±100 for the full control effect; nearly all actives have a fitted effect of over 75% in size; some results filed as inactive show a strong effect at the top dose
Target sequence (P49798 whole entry, looked up): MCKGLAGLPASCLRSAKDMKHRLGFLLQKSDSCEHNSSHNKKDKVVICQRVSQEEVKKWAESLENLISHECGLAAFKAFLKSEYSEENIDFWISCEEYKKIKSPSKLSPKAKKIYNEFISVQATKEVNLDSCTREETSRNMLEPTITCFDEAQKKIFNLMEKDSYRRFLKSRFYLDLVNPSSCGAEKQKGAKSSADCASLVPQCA
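MLSMR compounds (23 nl, pin-transferred) preincubated 10 min at room temperature with a 500nM (2x) first reagent, then RGS4 at 900nM (2x) plus Transcreener GDP mix added; fluorescence polarization (620/688 nm) read before and after 90 min at 30 °C.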
Vif-APOBEC3F blk: Vif-A3F binding inhibition | HeLa A3F-eYFP + Vif (tagged APOBEC3F with the HIV-1 protein that degrades it), YFP fluorescence increase | Potency, µM (series often up to 46.1 µM), for the others: at the top dose activity, negative = active | 390,000 compounds, 0.2% hits | AID 602313; also: potency is read from the fitted curve at half-maximal effect; % of control where 0% means no effect; nearly all actives have a fitted effect of over 65% in size
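Fluorescence increase (Ex 488/Em 500-530) after overnight compound treatment at 37 deg C flags inhibition of Vif-driven A3F-eYFP loss in stable HeLa A3F-eYFP/Vif cells seeded overnight beforehand.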
Glioma ERSR ind: ER stress response induction in glioma | AID 602332 | U87-MG GRP78 promoter luciferase reporter, 16 h | 420,000 compounds, 0.02% hits | Potency, µM, for inactives: at the top dose activation, most hits filed as activators; also: potency is read from the fitted curve at half-maximal effect; series mostly up to about 76 µM; % of control where 0% means no effect; nearly all actives have a fitted effect of over 35% in size
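ERSR induction read as luciferase luminescence (Bright-Glo, 10 min at room temperature) in stably transfected human U87-MG glioma cells exposed to compounds for 16 h, using GRP78 as sensor.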
LDHA inh: LDHA (human) enzyme inhibition. purified LDHA, NADH/diaphorase-resazurin fluorescence; active compounds read low. 480,000 compounds, 0.15% hits. P00338. activity change, % (values are at about 110 or 230 µM); in the data active = activity change below about -30%; inconclusive = mostly about -25% to -30%;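 also: plate controls were DMSO wells for no effect and wells without enzyme for full effect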
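Human LDH5 at 2 nM final in Tris HCl pH 7.4 with 0.06 mM NADH and 0.2 mM pyruvate, reacted 5 minutes at room temperature. Remaining NADH coupled via diaphorase/resazurin; resorufin fluorescence read at 0 and 20 minutes, normalized to enzyme-free and DMSO wells.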
Vif-APOBEC3G blk: Vif-A3G binding inhibition; Q9HC16; HeLa A3G-eYFP + Vif (tagged APOBEC3G with the HIV-1 protein that degrades it), YFP fluorescence, overnight; Potency, µM (top dose mostly 46.1 µM), inactives show top-dose activity, negative = active, usual class: inhibitors; 410,000 compounds, 0.076% hits;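 also: potency is read from the fitted curve at half-maximal effect; % is scaled to controls: 0 for no effect and ±100 for the full control effect; nearly all actives have a fitted effect of over 60% in size; hits raise eYFP signal because A3G escapes Vif-driven loss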
Target sequence (Q9HC16 whole entry, looked up): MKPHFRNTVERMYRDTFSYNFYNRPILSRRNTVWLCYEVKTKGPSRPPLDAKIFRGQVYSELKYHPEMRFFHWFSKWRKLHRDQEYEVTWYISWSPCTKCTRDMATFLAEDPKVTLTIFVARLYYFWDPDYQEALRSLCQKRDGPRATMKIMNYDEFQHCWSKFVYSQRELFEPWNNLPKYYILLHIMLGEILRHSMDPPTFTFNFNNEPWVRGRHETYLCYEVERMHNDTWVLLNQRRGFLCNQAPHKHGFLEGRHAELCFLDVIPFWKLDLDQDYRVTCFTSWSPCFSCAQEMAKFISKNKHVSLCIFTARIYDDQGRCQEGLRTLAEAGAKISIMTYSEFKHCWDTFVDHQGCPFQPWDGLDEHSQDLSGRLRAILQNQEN
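Read-out is eYFP fluorescence (Ex 488/Em 500-530) from Vif-expressing HeLa A3G-eYFP cells; more signal means A3G escaped Vif-mediated degradation. Cells plated overnight, compound pinned in, incubated overnight at 37 deg C.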
mIDH1 inhibitor: blocks human mutant IDH1 R132H enzyme | 390,000 compounds, 0.093% hits | IDH1-R132H enzyme, NADPH consumption, diaphorase/resazurin fluorescence | Potency, µM (top dose mostly 76.6 µM), inactives show at the highest dose activity change, negative = inhibition, hits mostly inhibitors | AID 602179 | O75874; also: potency is read from the fitted curve at half-maximal effect; % is scaled to controls: 0 for no effect and ±100 for the full control effect; nearly all actives have a fitted effect of over 65% in size
Target sequence (O75874 whole entry R132H, stated change not applied): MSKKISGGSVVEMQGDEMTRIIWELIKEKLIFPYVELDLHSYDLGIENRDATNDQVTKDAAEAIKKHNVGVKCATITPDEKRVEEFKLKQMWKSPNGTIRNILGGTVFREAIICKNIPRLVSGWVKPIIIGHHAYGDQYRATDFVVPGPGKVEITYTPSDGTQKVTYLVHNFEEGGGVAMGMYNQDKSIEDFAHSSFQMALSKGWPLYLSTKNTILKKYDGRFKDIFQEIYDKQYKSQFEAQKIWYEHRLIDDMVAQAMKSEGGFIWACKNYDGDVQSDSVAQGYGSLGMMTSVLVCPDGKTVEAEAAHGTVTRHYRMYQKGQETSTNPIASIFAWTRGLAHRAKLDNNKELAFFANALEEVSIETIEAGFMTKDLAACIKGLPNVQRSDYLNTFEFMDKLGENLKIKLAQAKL
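IDH1-R132H (0.5 ug/mL dispensed) in pH 7.5 Tris buffer was preincubated 30 min with compound, then given a substrate mix of 0.016 mM NADPH and 2 mM alpha-KG for 80 min at room temperature; remaining NADPH was read by diaphorase/resazurin fluorescence.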
TrxR1 substrate: rat thioredoxin reductase 1 substrate activity; purified TrxR1 substrate turnover, NADPH consumption readout; 390,000 compounds, 0.01% hits; O89049; Potency, µM (top dose mostly 114 µM), without a hit: top-dose activity change, negative = substrate turnover; also: potency is read from the fitted curve at half-maximal effect; % is scaled to controls: 0 for no effect and ±100 for the full control effect; nearly all actives have a fitted effect of over 50% in size
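Rat TrxR1, dispensed at 90 nM, was prereduced with 400 uM NADPH (final) for 5 min at ~22 deg C, then incubated with compound 15 min before 400 uM selenite. A first-read NADPH fluorescence drop versus no-compound background flagged substrates.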
USP1-UAF1 inh: blocks the human USP1/UAF1 deubiquitinase complex; Potency, µM (series often up to 57.1 µM), inactives show at the highest dose activity change, negative = inhibition, usual class: inhibitors; recombinant USP1/UAF1, Ub-Rhodamine cleavage fluorescence; O94782; AID 743255; 390,000 compounds, 0.23% hits; also: potency is read from the fitted curve at half-maximal effect; % is scaled to controls: 0 for no effect and ±100 for the full control effect; nearly all actives have a fitted effect of over 60% in size; inactives centre near -12
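High-throughput fluorogenic screen: 1nM USP1/UAF1 complex, Ub-Rho substrate 150nM final, 50mM HEPES pH 7.8 with 0.5mM EDTA, 0.1 mg/ml BSA, 1mM TCEP and 0.01% Tween-20.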
Active calls of the source: *; ? = inconclusive; & = joins results of further samples; [ ] = dose if it differs, or a comment. Unless noted, calls follow the shape of the dose curve; as a rule, active = well fitted curve in the direction sought with a large enough effect; inconclusive = small, poorly fitted or top-dose-only effect, or another doubt; inactive = no such curve, though single readings can be large; an effect the other way counts as inactive or inconclusive. A portion of the library; the hit share may differ from the screen's.

SMILES	TrxR1 inh	RGS4 inh	Vif-APOBEC3F blk	Glioma ERSR ind	LDHA inh	Vif-APOBEC3G blk	mIDH1 inhibitor	TrxR1 substrate	USP1-UAF1 inh
CCOC(=O)c1c(C)c(C(=O)NCc2ccco2)c(C)n1C	12.5%	18.4%	0.2%	-3.0%	-8.0	-4.4%	9.9%	6.1%	-6.0%
COc1ccc(CN(C(=O)COc2ccc(C)c(C)c2)C2CCS(=O)(=O)C2)cc1OC (stereo not given)	10.7%[57.1 µM]	14.1%	5.0%	-4.8%	-1.2	4.8%	0.8%	3.9%[57.1 µM]	-13.3%
COc1cccc(C2=NOC(C(=O)Nc3cc(C)on3)C2)c1 (stereo not given)	12.6%	-3.7%	-7.5%	-4.9%	-3.1	0.2%	2.3%	-0.4%	-18.1%
CC(C)(C)c1ccc(S(=O)(=O)N2CCN(CC(O)COCC3CCCO3)CC2)cc1 (stereo not given)	3.7%	-3.1%	1.3%	-2.0%	-1.0	-0.5%	3.6%	0.7%	-2.1%
O=C(Cn1c(CO)nc2ccccc21)Nc1ccc2c(c1)OCCCO2	14.2%	14.7%	5.2%	-4.0%	-21.9	1.3%	-1.7%	-1.9%	-4.4%
COc1cccc(NC(=O)CN(C)C(C)C(=O)Nc2cc([N+](=O)[O-])ccc2Cl)c1 (stereo not given)	12.3%[57.1 µM]	-32.2%	3.9%	2.3%	-4.8	-1.1%	3.5%	6.9%[57.1 µM]	-20.1%
CS(=O)(=O)c1ccc(Cl)c(NC(=O)Cc2c(F)cccc2Cl)c1	-5.2%	-10.8%	6.4%	-1.3%	-11.0	0.7%	0.0%	-8.0%	-1.3%
CC(C)C(c1nnnn1C(C)(C)C)N1CCN(c2cccc(Cl)c2)CC1 (stereo not given)	13.8%[57.1 µM]	-18.5%[11.4 µM]	-2.7%	-6.4%	1.3	-7.2%	2.4%	-6.7%	-12.0%
COc1ccc(CNC(=O)C2CCN(S(=O)(=O)c3ccc4c(c3)NC(=O)C(C)S4)CC2)cc1 (stereo not given)	10.8%	4.2%	-7.1%	-2.2%	-3.5	-0.4%	-6.7%	-6.3%	-17.6%
OC(CCN1CCCCC1)(c1ccccc1)C1CCCCC1 (stereo not given)	15.0%[57.1 µM]	24.4%[56.9 µM]	-6.2%	-1.9%&-2.5%&-3.7%	0.2	0.3%	-5.9%	7.4%[57.1 µM]	20.3%
Nc1nnc(CC(=O)N/N=C/c2cccc(OCCOc3ccccc3)c2)s1	-1.8%[57.1 µM]	2.7%	6.1%	-1.7%	-2.3	-8.3%	3.3%	-3.4%	-3.9%
COc1cccc(CSc2nc3n(n2)C(c2ccccc2C)C(C(=O)Nc2ccccc2OC)=C(C)N3)c1 (stereo not given)	-3.6%[57.1 µM]	8.1%	0.0%	-4.1%	-4.9	-1.4%	31.2%[activator]	-12.0%[57.1 µM]	-10.7%
Cc1ccc(C2CC(=O)c3cnn(-c4nc(C)cc(C)n4)c3C2)cc1 (stereo not given)	16.7%	-0.3%	-4.1%	-1.0%	-9.6	-6.5%	17.0%	6.2%[57.1 µM]	0.0%
COC(=O)[C@H](CCSC)NC(=O)N1CCC(C)CC1	-21.8%[57.1 µM]	1.8%	0.8%	-4.2%	-6.8	1.8%	-1.6%	1.1%[57.1 µM]	-5.4%
COc1ccc(Cl)cc1NC(=O)CN1CCN(Cc2ccccc2)CC1	5.0%[57.1 µM]	-17.1%	7.1%	-11.1%	-3.5	-6.7%	4.2%	-7.8%	-8.6%
Cc1c(Cl)cccc1-n1c(SCC(=O)NCc2ccccc2)nc2n[nH]c(C)c2c1=N	14.4%[57.1 µM]	-6.8%	2.4%	-6.1%	1.6	-24.0%	-2.1%	3.0%[57.1 µM]	-5.3%
c1ccc(-c2cnnc(N3CCOCC3)n2)cc1	26.8%[57.1 µM]	25.4%	-1.7%	-4.2%	-1.6	-0.5%	1.7%	-16.3%	-7.6%
COc1ccccc1CN(C)C(=O)c1ccc(S(=O)(=O)NCc2ccco2)cc1	4.1%	3.0%	0.7%	-4.3%	1.1	-0.5%	-0.6%	-5.3%	-21.7%
Cc1ccc(NC(=S)c2nc3ccccc3[nH]2)c(C)c1	-13.1%	-25.0%	1.1%	0.2%	-6.2	?	9.3%	-11.3%	-24.6%
CCOC(=O)N1CCc2c(sc3c2c(=O)n(Cc2ccccc2)c(=O)n3CC(=O)Nc2cccc(C)c2)C1	14.2%	0.7%	-0.7%	-0.4%	-0.8	-2.7%	-15.5%	3.7%	-11.0%
Cc1ccc2c(C(=O)CN3CCCC(C)C3)c(C)[nH]c2c1 (stereo not given)	-27.4%	9.1%[56.9 µM]	?	-1.5%	-0.9	-1.8%	2.2%	-2.5%	-17.9%
CCN(CC)S(=O)(=O)c1ccc(N2CCCC2)c(NC(=O)CN2C(=O)NC3(CCCC3)C2=O)c1	-4.8%	-6.5%	-0.4%	-5.0%	-5.5	-0.4%	-4.0%	-5.9%	-17.3%
COc1ccc(C2C(=O)N(C3CCC(C)CC3)CC(=O)N2Cc2ccc(C)cc2)cc1OC (stereo not given)	5.7%[57.1 µM]	21.0%	2.1%	3.6%	0.0&-8.7	1.7%	-2.5%	-2.2%[57.1 µM]	-9.1%
O=C(/C=C/c1ccccc1)NC(NC(=S)Nc1ccc(Cl)cc1)C(Cl)(Cl)Cl (stereo not given)	2.7%	-44.4%	-3.0%	10.6%	3.2	0.0%	8.4%	3.5%	-10.8%
CCC1CCCCN1C(=O)C(=O)c1cn(CC(=O)N(CC)CC)c2ccccc12 (stereo not given)	27.0%	-0.2%	1.4%	2.7%	0.3	1.2%	18.0%	-0.2%	-11.6%

Going on with the list:
SMILES	TrxR1 inh	RGS4 inh	Vif-APOBEC3F blk	Glioma ERSR ind	LDHA inh	Vif-APOBEC3G blk	mIDH1 inhibitor	TrxR1 substrate	USP1-UAF1 inh
Nc1nc2c(s1)C(=O)CC(c1ccccc1)C2 (stereo not given)	-9.3%	-29.1%	0.0%	-1.0%	-1.3	-0.6%	10.0%	-5.8%	-22.8%
CC(=O)N1CCc2cc(S(=O)(=O)CCC(=O)NCc3ccc4c(c3)OCO4)ccc21	4.2%[57.1 µM]	-14.2%	2.3%	-2.4%	-3.1	2.5%	10.3%	-11.9%	0.5%
O=C(Nc1nnc(-c2ccccc2)o1)c1cccc(S(=O)(=O)N2CCOCC2)c1	6.6%	-10.8%	6.4%	0.2%	-0.2	1.7%	-4.4%	-4.4%	-16.9%
CN(C(=O)CSc1nc(N)nn1-c1ccccc1)c1ccccc1	23.6%	-13.9%	3.0%	0.7%	-1.5	0.7%	-3.0%	7.5%	-9.2%
CCn1c(CNC(=O)c2ccco2)nnc1SCCOc1ccccc1	5.2%	7.1%	10.9%	-0.7%	-3.3	-5.3%	5.8%	3.5%	-19.1%
Cc1nnc(NC(=O)CSc2nc3ccccc3[nH]2)s1	-7.2%	8.1%	3.5%	-2.7%	-13.2	-1.7%	0.0%	-6.7%	0.1%
Cc1cc(NC(=O)CCC(=O)N(CC(=O)NC2CCCC2)c2ccc(C(C)C)cc2)no1	1.4%[57.1 µM]	-29.0%	7.8%	-6.2%	-7.2	-1.0%	-9.0%	-0.1%[57.1 µM]	-14.3%
NC(CC(=O)NC(c1ccccc1)(c1ccccc1)c1ccccc1)C(=O)O (stereo not given)	12.8%[57.1 µM]	-23.9%	5.5%	-3.9%	-1.3	2.8%	3.1%	9.4%[57.1 µM]	?
Cc1ccc([C@H]2C(C(=O)O)=CC[C@@H](c3ccc(Cl)c(Cl)c3)N2S(=O)(=O)c2ccc(C)cc2)cc1	15.3%	-13.3%	0.9%	-1.1%	-8.0	-4.3%	-3.5%	-0.4%	?
O=C(O)c1ccc2c(c1)C(=O)N(c1ccc([N+](=O)[O-])cn1)C2=O	16.3%[2.29 µM]	-1.2%	14.4%	-0.3%	-3.6	2.1%	-0.4%	-6.4%[57.1 µM]	-13.0%
O=C1N(CCCCN2C(=O)C3(OCCO3)c3ccccc32)c2ccccc2C12OCCO2	3.6%	1.5%	4.3%	-3.9%	-5.7	-1.3%	0.6%	-6.7%	3.2%
Cc1ccc(C)c(S(=O)(=O)NCc2ccc(C(=O)NCc3ccccn3)cc2)c1	15.5%[57.1 µM]	-23.5%	-2.7%	-1.4%	-4.1	-0.3%	0.2%	7.5%[57.1 µM]	-4.3%
Cc1ccc2oc(-c3cccc(NC(=O)c4ccc(Br)o4)c3)nc2c1	-23.3%	-8.6%	-6.0%	2.4%	-1.3	-0.1%	9.3%	-5.1%	-0.6%
Cc1ccccc1C(=O)N1CCC(C(=O)Nc2nccs2)CC1	6.2%	3.8%	-25.0%	-2.1%	-4.6	-0.2%	1.0%	1.9%	-24.8%
